DT40 TDP1 no CPT – qHTS for Inhibitors of human tyrosyl-DNA phosphodiesterase 1 (TDP1): qHTS in cells in absence of CPT; DT40 Tdp1-/- hTDP1 cells, no CPT, ATP luminescence, 48 h; Potency, µM (titrated, usually from 46.2 µM), for the others: top-dose activity change, negative = growth inhibition, usual class: inhibitors; 420,000 tested, 15% active; also: nearly all actives have a fitted effect of over 55% in size
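Stably hTDP1-transfected Tdp1-null chicken DT40 cells were treated with library compounds minus camptothecin and grown for at least 48 hr at 37 °C, after which cellular ATP was quantified by luminescence.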
TDP1 inh – TDP1 (human) enzyme inhibition. AID 485290. recombinant TDP1, AlphaScreen DNA substrate cleavage. Potency, µM (top dose mostly 130 µM), for inactives: at the top dose activity change, negative = inhibition, usual class: inhibitors. 350,000 tested, 0.28% active; also: nearly all actives have a fitted effect of over 40% in size
Target sequence (Q9NUW8 whole entry, looked up): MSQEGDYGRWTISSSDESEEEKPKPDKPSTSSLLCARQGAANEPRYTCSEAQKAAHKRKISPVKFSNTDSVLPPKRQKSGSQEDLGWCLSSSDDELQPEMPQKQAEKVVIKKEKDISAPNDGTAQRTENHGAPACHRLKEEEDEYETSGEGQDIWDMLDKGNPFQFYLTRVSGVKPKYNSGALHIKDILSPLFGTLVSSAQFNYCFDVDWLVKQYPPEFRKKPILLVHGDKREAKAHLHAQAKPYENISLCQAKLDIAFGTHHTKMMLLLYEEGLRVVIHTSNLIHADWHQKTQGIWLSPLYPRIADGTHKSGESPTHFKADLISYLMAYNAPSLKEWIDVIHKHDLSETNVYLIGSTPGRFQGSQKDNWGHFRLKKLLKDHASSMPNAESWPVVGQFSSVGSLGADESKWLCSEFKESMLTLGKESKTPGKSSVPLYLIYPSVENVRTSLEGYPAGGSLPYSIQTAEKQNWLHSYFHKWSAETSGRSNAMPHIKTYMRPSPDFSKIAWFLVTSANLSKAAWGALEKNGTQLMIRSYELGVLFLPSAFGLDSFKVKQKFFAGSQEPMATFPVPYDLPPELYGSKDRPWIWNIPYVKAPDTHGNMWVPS
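Steps: enzyme plus compound, 15 min RT; add biotin/phosphotyrosine-FITC oligonucleotide (15 nM final), react 5 min; add donor/acceptor beads (10 ug/ml final), 10 min; read AlphaScreen. Tdp1 at 1 nM final.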
TDP1 cell CPT – DT40-hTDP1 cell growth loss with CPT. 420,000 tested, 12% active. Potency, µM (doses to about 46.2 µM), without a hit: top-dose activity change, negative = growth inhibition, actives largely listed as inhibitors. chicken DT40 Tdp1-/-;hTDP1 cells + 20 nM CPT, ATP luminescence, 48 h. AID 686979; also: nearly all actives have a fitted effect of over 55% in size
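Chicken DT40 Tdp1-/- cells complemented with human TDP1, 400 cells/well, exposed to compounds plus 20 nM camptothecin for at least 48 h at 37 C; viability read as ATP content by CellTiter-Glo luminescence.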
The depositor's hits bear a star; u = inconclusive; x = not tested or not shown. Calls follow the shape of the dose curve; as a rule, active = well fitted curve in the direction sought with a large enough effect; inconclusive = small, poorly fitted or top-dose-only effect, or another doubt; inactive = no such curve, though single readings can be large; an effect the other way counts as inactive or inconclusive. % is scaled to controls: 0 for no effect and ±100 for the full control effect; potency is read from the fitted curve at half-maximal effect.

Start of the listing, in advance:
SMILES | DT40 TDP1 no CPT | TDP1 inh | TDP1 cell CPT
Cc1cc(=O)oc(C)c1C(=O)Nc1ccc(N(C)C)cc1 | 2% | 0% | 2%
O=C(NCc1ccc(Cl)cc1)C(=O)c1cn(CC(=O)N2CCOCC2)c2ccccc12 | 0% | 4% | -17%
CCCCn1c(N)c(N(CC(C)C)C(=O)c2ccc(C)o2)c(=O)[nH]c1=O | 23% | 1% | -11%
Cc1cc(C)n(CCCNC(=O)c2ccc3c(c2)NC(=O)CS3)n1 | -5% | 4% | -1%
O=C(COC(=O)c1nc(Cl)ccc1Cl)Nc1ccccc1OC(F)F | -7% | 2% | 19%
Cc1cc(C(=O)CN2C(=O)NC3(CCCc4ccccc43)C2=O)c(C)n1C (configuration not stated) | -25% | 9% | -24%
CNC(=O)c1cc(C(=O)c2ccc(Cl)cc2)c(Br)[nH]1 | u | x | u

The whole of this part, repeating the preview:
SMILES | DT40 TDP1 no CPT | TDP1 inh | TDP1 cell CPT
Cc1cc(=O)oc(C)c1C(=O)Nc1ccc(N(C)C)cc1 | 2% | 0% | 2%
O=C(NCc1ccc(Cl)cc1)C(=O)c1cn(CC(=O)N2CCOCC2)c2ccccc12 | 0% | 4% | -17%
CCCCn1c(N)c(N(CC(C)C)C(=O)c2ccc(C)o2)c(=O)[nH]c1=O | 23% | 1% | -11%
Cc1cc(C)n(CCCNC(=O)c2ccc3c(c2)NC(=O)CS3)n1 | -5% | 4% | -1%
O=C(COC(=O)c1nc(Cl)ccc1Cl)Nc1ccccc1OC(F)F | -7% | 2% | 19%
Cc1cc(C(=O)CN2C(=O)NC3(CCCc4ccccc43)C2=O)c(C)n1C (configuration not stated) | -25% | 9% | -24%
CNC(=O)c1cc(C(=O)c2ccc(Cl)cc2)c(Br)[nH]1 | u | x | u
CCOC(=O)/C(N=Nc1cc(C(=O)O)cc(C(=O)O)c1)=C(\O)CCl | 0% | 2% | 5%
CC1=CC(c2ccccc2)n2nc(N)nc2N1 (configuration not stated) | 9% | x | 3%
Cc1ccnc(NC(=O)c2cccc(S(=O)(=O)NCc3ccccc3)c2)c1 | u | 3% | u
COC(=O)c1cccc(Cn2nc(C)c([N+](=O)[O-])c2C)c1 | u | 11% | -24%
COc1ccc(CN(CC(=O)NCc2ccccc2)C(=O)CCC(=O)Nc2nccs2)cc1 | -6% | x | -21%
CC1(C)CC2CC(C)(CN2C(=O)c2cc(-c3ccccc3O)on2)C1 (configuration not stated) | 13µM* | 7% | u
CCCNC(=S)N1CCC(NC(=O)c2cccc(C)c2)CC1 | -8% | x | 5%
COc1cc(C(=O)NCCc2ccc3c(c2)OCO3)cc(OC)c1OC | u | x | u
COC(=O)/C=C/c1oc2ccccc2c1C | -19% | 4% | -15%
O=C(NCCO)C(c1ccccc1)c1ccccc1 | -5% | 1% | -3%
COc1ccc(CN2CCNC(=O)C2CC(=O)O)cc1OC (configuration not stated) | -7% | 3% | 0%
CCCCCCCCCCCCCCCC[N+](C)(C)CCl | 2.3µM* | x | 1.8µM*
COc1cccc(-c2nnc(-c3ccccc3NC(=O)c3ccc(C(C)(C)C)cc3)o2)c1 | -7% | 7% | 5%
O=C1CC(NCC2CCCO2)C(=O)N1c1ccc(F)cc1 (configuration not stated) | 6% | 6% | 4%
COc1ccc(NC(=O)C2CCCC2)cc1 | -12% | x | -6%
COc1ccc(C(C)=O)cc1CSc1nc(Nc2ccc(F)c(F)c2)c2ccccc2n1 | 23µM* | 3% | u
O=S(=O)(c1ccc(S(=O)(=O)N2CCC(O)CC2)cc1)N1CCCC1 | -1% | x | 1%
CCOC(=O)c1c(S(=O)(=O)N2CCCC(C(=O)N3CCN(c4cccc(C)c4C)CC3)C2)c(C)n(C)c1C (configuration not stated) | 9.2µM* | 6% | 7.3µM*
COc1ccc(-n2nc(C(=O)NCC(=O)NCc3ccc(F)cc3)c3ccccc3c2=O)cc1 | 18µM* | 1% | -26%
COc1ccc(CNC(=O)C(CC(C)C)N2Cc3ccccc3C2=O)cc1 (configuration not stated) | u | 0% | u
O=C(O)COc1ccc2c(c1)O/C(=C\c1cccs1)C2=O | -3% | 4% | -13%
NC(=O)c1cccc(N=Cc2cc(Cl)cc(Cl)c2O)c1 | -20% | 0% | -30%
CC(=O)OCc1cnc(C)c2oc(=O)c(C(=O)Nc3ccc(C)cc3Cl)cc12 | -5% | 1% | -14%
Cc1ccccc1-c1n[nH]c(=S)n1C | 16% | -3% | -1%
Cc1ccc(N2CC(O)(c3cccs3)[N+]3=C2CCCC3)cc1 (configuration not stated) | u | 6% | -15%
Nc1nnnn1CC(=O)N/N=C/c1ccc(-c2cccc(Cl)c2)o1 | -20% | 2% | 1%
COC(=O)c1ccc2c(=O)[nH]c(CSc3nnc(C(F)(F)F)n3C)nc2c1 | -5% | 6% | 5%
CCc1ccc(OCC(=O)N(C)C)c(Br)c1 | 2% | 2% | -1%
O=C(Nc1ccccc1)N1CCN(Cc2ccccc2)CC1 | -10% | -4% | -15%
COCCn1c(SCC(=O)Nc2ccc(F)cc2)nc2c(c1=O)SCC2 | -15% | x | 5%
COc1ccccc1NS(=O)(=O)c1ccc(N/N=C/c2ccccc2OCC(=O)O)c([N+](=O)[O-])c1 | -7% | 3% | -7%
COc1cccc(C(=O)NNC(=O)C2CC(C)=C(C)CC2C(=O)O)c1 (configuration not stated) | -20% | 3% | 21%
CCc1ccccc1NC(=O)/C(=C/c1ccccc1)c1ccccc1 | 23µM* | -11% | 21µM*
CCn1c(C)nc2cc(C(=O)NNC(=O)CN(C)S(=O)(=O)c3ccc(NC(C)=O)cc3)ccc21 | -8% | 0% | 16%
CC(=O)c1cccc(S(=O)(=O)Nc2cccnc2)c1 | -11% | 7% | 4%
COc1cc(NC(=S)NC(=O)c2ccc(C)cc2C)ccc1NC(=O)c1cccs1 | u | -8% | u
C=CCn1c(SC)nnc1-c1ccc2ncccc2c1 | -9% | x | -24%
COc1ccccc1NC(=O)c1ccc2[nH]c(C)c(C)c2c1 | u | x | u
O=C(Cc1c(O)c2ccccc2[nH]c1=O)NCc1cccc(F)c1 | -10% | 4% | -2%
O=C(COc1ccc(-n2cnnn2)cc1)Nc1ccccc1Cl | -19% | -5% | -8%
CCOc1ccc(NS(=O)(=O)c2ccc(NS(C)(=O)=O)cc2)cc1 | -23% | -4% | -1%

Continued, overlapping the part above by seven compounds.
SMILES | DT40 TDP1 no CPT | TDP1 inh | TDP1 cell CPT
CC(=O)c1cccc(S(=O)(=O)Nc2cccnc2)c1 | -11% | 7% | 4%
COc1cc(NC(=S)NC(=O)c2ccc(C)cc2C)ccc1NC(=O)c1cccs1 | u | -8% | u
C=CCn1c(SC)nnc1-c1ccc2ncccc2c1 | -9% | x | -24%
COc1ccccc1NC(=O)c1ccc2[nH]c(C)c(C)c2c1 | u | x | u
O=C(Cc1c(O)c2ccccc2[nH]c1=O)NCc1cccc(F)c1 | -10% | 4% | -2%
O=C(COc1ccc(-n2cnnn2)cc1)Nc1ccccc1Cl | -19% | -5% | -8%
CCOc1ccc(NS(=O)(=O)c2ccc(NS(C)(=O)=O)cc2)cc1 | -23% | -4% | -1%
CC(=O)Nc1cc(C(F)(F)F)ccc1Oc1cccc(Br)c1 | 13µM* | -2% | 23µM*
CC(C)CC(=O)c1c[nH]c(C(=O)NCc2cccnc2)c1 | u | 3% | 0%
NS(=O)(=O)c1ccc(CNC(=S)Nc2ccc(Cl)c(Cl)c2)cc1 | u | 3% | -17%
Cc1nc(SCC(=O)N2c3ccccc3Sc3ccccc32)n[nH]1 | u | 6% | -22%
COc1ccc(CC(=O)Nc2ccc(OC)nc2)cc1 | 21% | 5% | 4%
CN1CCc2nc(SCc3ccc(Cl)cc3)c(C#N)c(-c3cccs3)c2C1 | u | x | 16µM*
O=C(OCc1ccc(F)cc1)c1cc2ccccc2cc1O | 3% | x | 8%
COc1ccc(N(CC(=O)N2CCc3ccccc3C2)S(C)(=O)=O)cc1 | -4% | -7% | -14%
CC(C)N1C(=O)S/C(=C/c2ccccc2OCc2ccc(C(=O)O)cc2)C1=O | -20% | 2% | -21%
CCOc1ccc(NC(=O)CC2C(=O)N(c3ccc(OCC)cc3)C(=S)N2C2CC2)cc1 (configuration not stated) | u | 4% | 3%
CCOc1ccccc1NC(C)C(=O)Nc1cc(C(F)(F)F)ccc1N1CCOCC1 (configuration not stated) | 18µM* | 4% | u
COc1ccc(N2C(=O)CC(N3CCN(c4cccc(Cl)c4)CC3)C2=O)cc1 (configuration not stated) | -8% | 2% | -14%
N#CCCn1c(=S)[nH]c2ccccc21 | -12% | -8% | -1%
COc1cccc(-c2nccc(NCc3cccnc3)n2)c1 | u | x | u
COc1cc(NC(=O)[C@@H](NC(=O)N2CCn3c2nc2ccccc23)C(C)C)cc(OC)c1 | -13% | 0% | u
COC(=O)c1c(NC(=O)c2nc(SCc3ccc(F)cc3)ncc2Cl)sc2c1CCCC2 | 18% | 2% | -6%
O=[N+]([O-])c1ccc(Oc2ccc(Oc3ccc(C(F)(F)F)cn3)cc2)nc1 | 26µM* | 0% | u
Cc1ccc(OCCOC(=O)c2sc(=S)n(C)c2C)cc1 | -12% | 1% | 14%
Cc1ccc(-c2ccc(/C=N\n3cnnc3)o2)c(Br)c1 | -2% | x | 30%
CCN(CCCNC(=O)Cn1cc2c(n1)CCCC2)c1cccc(C)c1 | u | 11% | u
COc1ccc(CNC(=O)Nc2cccs2)cc1OC | -1% | 10% | -18%
Cc1ccc(-c2n[nH]c3c2C(c2ccccc2Cl)N(c2ccc(C(=O)O)cc2)C3=O)cc1 (configuration not stated) | u | 5% | -23%
CCN1CCN(C(=O)CCNC(=O)Cn2ccc3ccccc3c2=O)CC1 | -10% | 1% | -3%
COCCCNC(=S)NCCNc1nc2c(C)c(C)ccc2cc1C#N | u | 5% | -19%
CCCCc1c(O)nc(SCC(=O)N2CCCCC2)[nH]c1=O | u | x | 8%
Cc1ccc(S(=O)(=O)N2CCN(CCO)CC2)cc1-c1nnc2c3ccccc3c(C)nn12 | -26% | x | u
C[C@@H]1CN([C@@H](C)CO)S(=O)(=O)c2ccc(Br)cc2O[C@H]1CN(C)C(=O)C1CCCCC1 | 16µM* | x | 26µM*
CNc1nc(-c2ccccc2)nnc1C(F)(F)F | -15% | -1% | -8%
CCN(CC)CC(=O)Nc1c(Br)ccc2c1OCO2 | -3% | 2% | -7%
CCC1(c2ccccc2)SCC(c2ccccc2)=NC1=O (configuration not stated) | u | x | -19%
CC1=C(C(N)=O)C(c2ccccn2)n2nc(SCc3ccccc3Cl)nc2N1 (configuration not stated) | -20% | 2% | 7%
O=C(Nc1ccccc1Cl)c1ccccc1Cl | -4% | 0% | 1%
CC/C(=N\NC(=S)NC(C)C)c1ccc(OC)c(OC)c1 | -29% | 3% | -22%
O=c1n(Cc2ccc(F)cc2)nc2n1-c1cc(Cl)ccc1OC2 | -18% | -2% | -2%
CCOC(=O)c1ccc(NS(=O)(=O)c2cn(C)cn2)cc1 | -17% | 0% | -1%
O=C(NCCc1ccc(F)cc1)c1cccs1 | -23% | 2% | -11%
COc1ccc(NC(=O)CCCOc2ccc(C)cc2)cc1S(=O)(=O)N1CCCCC1 | u | x | u
COc1cc(OC)cc(C(=O)N2CCC(c3ccncc3)CC2)c1 | -12% | 0% | -18%
CN(C)CCN1CCN([C@H]2CS(=O)(=O)N[C@@H]2COCc2ccccc2)CC1 | -1% | x | -16%
CCOc1cccc(/C=N/NC(=O)c2ccc3c(c2)OCCO3)c1O | 4.1µM* | -2% | 2.6µM*
CC/C(C)=N/Nc1nc2c(c(=O)[nH]c(=O)n2C)n1Cc1ccccc1 | -2% | x | 6%
O=C(c1cc(COc2c(F)cccc2F)on1)N1CCN(C2CCCCC2)C(=O)C1 | u | 0% | u
Cc1cc(C)c2nc(N3CCC(C(=O)NCc4ccccn4)CC3)sc2c1 | 0% | 5% | -2%
CN1N=C2c3ccccc3CCCC2C1c1ccc(F)cc1 (configuration not stated) | u | -3% | -23%
COc1ccc(Cl)cc1NC(=O)Cn1c(=O)c(-c2ccccc2NC(C)=O)nc2ccccc21 | 15µM* | 9% | 13µM*
Cc1ccccc1C(=O)N1CCC(C(=O)Nc2ccc(C(C)C)cc2)CC1 | 5.2µM* | 3% | 7.3µM*
CNC(=O)c1csc(-c2cccs2)n1 | 9% | 3% | 8%
COc1cc(S(=O)(=O)Nc2c(C)nn(C)c2C)ccc1NC(C)=O | 8% | x | 3%

Compound activity: PubChem, National Center for Advancing Translational Sciences (NCATS)
